Screening data: PubChem, The Scripps Research Institute Molecular Screening Center
CHO-K1 Ca PAM: nonselective calcium activators in parental CHO-K1 cells, primary screen, counter-screen for M1 PAM project, cell-based, Fluo-8 calcium fluorescence, full deck, 1536-well. ATP EC20; 0% at ATP EC20, 100% at ATP max. activation, % at 3 µM. actives 0.02% (n = 360,000). AID 602247, 2012;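 active means activation above the run cutoff, the mean activation of all test compounds plus 3 SD, cut at about 40% in these data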;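 further: peak over basal fluorescence ratio in a 140 s read after ATP addition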
OXTR potentiate: human OXTR potentiators, primary screen, fluorescence, CHO-OTR cells, Fluo-8 calcium. Oxytocin receptor (Homo sapiens), P30559. Fluo-8 calcium fluorescence, potentiator mode; 0% = oxytocin EC15, 100% = EC100. activation, % at 3 µM. actives 0.061% (n = 320,000);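 active means activation above that plate's cutoff, the mean activation of tested compounds plus 3 SD, cut at about 6.6% in these data, passing the limit was not always enough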;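 further: 100% uses oxytocin at 75 nM as the full agonist control; some results filed as inactive read as strong as hits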
Target sequence (P30559 whole entry, looked up): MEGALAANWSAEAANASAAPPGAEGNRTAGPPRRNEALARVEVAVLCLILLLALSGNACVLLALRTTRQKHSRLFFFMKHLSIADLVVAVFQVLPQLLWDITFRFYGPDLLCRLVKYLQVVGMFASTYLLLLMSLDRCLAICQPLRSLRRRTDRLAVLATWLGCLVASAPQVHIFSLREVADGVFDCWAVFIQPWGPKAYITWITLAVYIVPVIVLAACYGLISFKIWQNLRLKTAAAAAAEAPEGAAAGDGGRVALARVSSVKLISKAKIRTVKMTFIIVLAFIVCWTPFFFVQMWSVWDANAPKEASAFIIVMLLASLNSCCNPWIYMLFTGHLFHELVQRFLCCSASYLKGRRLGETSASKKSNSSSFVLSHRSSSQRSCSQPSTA
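Material: CHO-OTR cells, human receptor; compound dosing: single dose, 3.0 µM nominal final compound concentration; schedule: 6 min compound pre-incubation at room temperature, 100 s kinetic read; measured by: kinetic Fluo-8 calcium fluorescence; read-out basis: % activation vs EC15 and EC100 oxytocin; controls: EC15 oxytocin alone as 0%, 75 nM oxytocin as 100%; replicates: singlicate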
TAAR1 antagonist: human TAAR1 antagonists, primary screen, Fluo-8 calcium fluorescence, CHO RD-HGA16 cells; Trace amine-associated receptor 1 (Homo sapiens), Q96RJ0; antagonist; inhibition, % at 3 µM; actives 1.5% (n = 360,000);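 active means inhibition above a per-plate cutoff, the mean inhibition of test compounds on that plate plus 3 SD, cut at about 49% in these data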;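 further: 0% = DMSO plus EC80 beta-PEA response and 100% = DMSO alone without agonist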
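Assay system: CHO-derived RD-HGA16 cells stably expressing human TAAR1 plus Gα16. Timing: 140 s kinetic read after compound, 140 s after agonist. Technique: kinetic Fluo-8 calcium fluorescence measurement. Measure: % inhibition of agonist calcium response.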
CHO parental Ca: ATP-evoked calcium signal inhibitors, parental CHO, primary screen, counter-screen for OX1R antagonist project, cell-based, fluorescence, Fluo-8 calcium dye; actives 0.63% (n = 330,000); AID 463079, 2010; parental CHO-K1, ATP-induced calcium, Fluo-8 fluorescence; inhibition, % at 5.6 µM;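 active means inhibition above that plate's mean sample inhibition plus 3 SD, cut at about 26% in these data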;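 further: 0% = ATP-challenged DMSO wells and 100% = DMSO wells without ATP; some compounds past the cut are filed as inactive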
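Material: parental CHO cells / Compound: single nominal dose of 5.6 µM per compound / Signal: Fluo-8 fluorescence / Replicates: singlicate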
CHO-K1 Ca ag: counter-screen for M1 agonists: effect in parental CHO-K1 cells; activation, % at 3 µM; actives 0.48% (n = 360,000); Fluo-8 calcium fluorescence; scaled to maximal ATP response, vehicle zero; in the data active means activation above about 15%;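 further: untransfected CHO-K1 host cells lacking M1 receptor as counterscreen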
CHO-K1 Ca antag: counter-screen for M1 antagonists: effect in parental CHO-K1 cells. ATP-induced calcium, Fluo-8 fluorescence. inhibition, % at 3 µM. actives 0.6% (n = 360,000);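 active means inhibition above a per-plate cutoff, the plate's mean sample inhibition plus 3 SD, cut at about 24% in these data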;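 further: 0% = DMSO plus EC80 ATP and 100% = DMSO alone without ATP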
CHRM1 agonist: human M1 muscarinic receptor agonists, primary screen, Fluo-8 calcium fluorescence, CHO-K1 cells, HTS; activation, % at 3 µM; CHO-K1 hM1, agonist mode; 0% DMSO, 100% acetylcholine EC100; actives 0.33% (n = 360,000);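 active means activation above the run's mean compound activation plus 3 SD, cut at about 16% in these data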;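 further: peak over basal fluorescence ratio within a 140 s kinetic read after compound addition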
TAAR1 ag: human TAAR1 agonists, primary screen, Fluo-8 calcium fluorescence, CHO RD-HGA16 cells. vehicle wells 0%, saturating PEA agonist 100%. activation, % at 3 µM. actives 0.99% (n = 360,000). AID 624467, 2012;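 active means activation above the mean activation of all test compounds in the run plus 3 SD, cut at about 38% in these data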
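Signal – calcium-sensitive Fluo-8 signal, excitation 470-495, emission 515-575 nm · System – RD-HGA16 (CHO) cells co-expressing Gα16 and hTAAR1 · Incubation – 17-24 h seeding, 75 min 37 °C dye, 30 min RT · Compound dosing – 3 µM single concentration · Repeats – no replicates (n 1)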
V1aR counter: agonists of human V1a receptor, primary screen, counter-screen for OXTR agonist project, fluorescence, CHO-V1R cells | Fluo-8 calcium fluorescence, agonist mode; 0% DMSO, 100% 3 nM vasopressin | actives 0.25% (n = 320,000) | activation, % at 3 µM | AID 2797, 2010;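 active means activation above the mean activation of all tested compounds plus 3 SD, per screening run, cut at about 20% in these data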;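 further: signal is peak over basal fluorescence ratio across a 100 second FLIPR read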
Target sequence (P37288 whole entry, looked up): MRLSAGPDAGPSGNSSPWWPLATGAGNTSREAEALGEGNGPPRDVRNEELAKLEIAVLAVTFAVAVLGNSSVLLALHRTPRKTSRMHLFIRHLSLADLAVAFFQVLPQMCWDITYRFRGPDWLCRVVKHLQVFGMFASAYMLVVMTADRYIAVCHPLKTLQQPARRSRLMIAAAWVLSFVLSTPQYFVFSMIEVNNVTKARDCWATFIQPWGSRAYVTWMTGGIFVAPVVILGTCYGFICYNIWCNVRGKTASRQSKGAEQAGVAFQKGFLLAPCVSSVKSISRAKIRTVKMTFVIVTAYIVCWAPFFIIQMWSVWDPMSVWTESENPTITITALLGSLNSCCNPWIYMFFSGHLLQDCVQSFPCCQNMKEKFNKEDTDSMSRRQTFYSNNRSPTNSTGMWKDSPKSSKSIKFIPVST
An asterisk follows results filed as active; . = no result given.

SMILES	CHO-K1 Ca PAM	OXTR potentiate	TAAR1 antagonist	CHO parental Ca	CHO-K1 Ca ag	CHO-K1 Ca antag	CHRM1 agonist	TAAR1 ag	V1aR counter
CC1CCCN(C(=O)C(=O)c2cn(CC(=O)N3CCCCCC3)c3ccccc23)C1 (configuration not stated)	17	-13	1	-25	0.7	-16	-4	0	1.5
CC1CCC2(CC1)NC(=O)N(CC(=O)Nc1cccc(S(=O)(=O)N3CCCCC3)c1)C2=O (configuration not stated)	13	-1	-15	-25	0.2	-16	-6	4	0.0
CCOC(=O)C(CC)n1cnc2c(nnn2-c2ccc(F)cc2)c1=O (configuration not stated)	8	-2	-8	-12	-0.2	-4	-3	0	0.5
Cc1ccc(NC(=O)CN(C)C(=O)COC(=O)COc2cc(C)cc(C)c2)cc1	3	.	-19	.	0.2	-4	-5	2	.
O=S(=O)(NC1CCCCC1)c1cccs1	10	0	-5	-14	1.5	-15	-8	4	0.0
CCOC(=O)C1CCCN(c2c(NCCN3CCCCC3C)c(=O)c2=O)C1 (configuration not stated)	6	-2	0	-2	-0.2	0	-11	0	-0.2
O=S(=O)(NCc1ccccc1)c1ccc(S(=O)(=O)N2CCCCC2)cc1	16	-2	6	-4	1.1	-10	-5	6	-0.7
COc1cccc(C2CC(c3ccccc3)n3ncnc3N2)c1 (configuration not stated)	1	0	-2	1	0.6	-1	-4	3	1.1
O=C(Nc1ccc2c(c1)OCO2)c1cc(C2CCCCN2C(=O)c2ccc(Cl)cc2)on1 (configuration not stated)	-6	.	-1	.	0.7	-1	-5	0	.
O=C(NC1CCCC1)C(c1ccncc1)N(C(=O)c1csnn1)c1ccccc1F (configuration not stated)	12	2	-14	-12	-0.7	1	-3	-1	-0.6
CCC(CC)CN1CCN=C1Nc1ccccc1	-11	-4	-3	-8	-0.1	-6	-12	2	-0.3
Clc1cccc(CSc2nnc([C@@H]3CCCN3)o2)c1	16	-6	-18	-7	0.3	-6	-3	3	0.8
O=C(Nc1nc2ccccc2n1CCOc1ccc(Cl)cc1)c1ccco1	-1	-2	30	-22	1.6	14	-1	6	-1.0
Nc1cc(=O)[nH]c(SCC(=O)NNC(=O)c2ccccc2)n1	24	11	-20	0	0.0	0	-2	3	0.3
COc1ccc(C#Cc2cnc3c(c2)C(=O)N([C@H](C)CO)C[C@H](C)[C@@H](CN(C)C(=O)Nc2cccc(OC)c2)O3)cc1	6	.	23	.	0.3	-6	-3	3	.
Cc1cc(C)n(CC(O)Cn2c3ccc(Br)cc3c3cc(Br)ccc32)c(=O)n1 (configuration not stated)	25	-6	41	2	4.6	2	-5	33	5.6
Cc1ccc(NC(=O)CCC(=O)N/N=C/C=C/c2ccccc2)cc1	14	-4	-1	1	0.3	-1	-7	2	0.1
N#Cc1c(N2CCCC2)nsc1-c1ccccc1	-6	-8	.	-11	-0.3	-8	-6	.	-0.9
COc1cc(/C=C2/C(=O)NN(c3ccc(Cl)cc3)C2=O)ccc1OC(=O)c1ccco1	15	9	23	-7	-0.5	3	-6	7	-0.8
CC1CCC(NC(=O)C2COc3ccccc3O2)CC1 (configuration not stated)	-8	-2	9	-5	-0.6	21	-6	1	-1.2
CCOC(=O)N/N=C/C=C/c1ccccc1[N+](=O)[O-]	5	-9	-8	-3	0.2	0	-7	4	0.9
c1ccc(-c2nnc(N3CCCC3)nc2-c2ccccc2)cc1	11	.	0	.	-0.5	8	-4	0	.
CCC(C)N(C(=O)c1csnn1)C(C(=O)NCc1ccc(F)cc1)c1ccccc1F (configuration not stated)	15	-4	-9	-15	1.6	-17	-5	6	0.8
COc1ccccc1CC(=O)Nc1cccc(C(=O)NN2C(=O)c3ccccc3C2=O)c1	-11	-6	6	-24	1.0	-1	-8	8	-0.4
Cc1ccsc1/C=N/Nc1ncc(Cl)cc1Cl	1	4	-6	-19	-0.5	0	-8	-1	-1.3
Continued:
SMILES	CHO-K1 Ca PAM	OXTR potentiate	TAAR1 antagonist	CHO parental Ca	CHO-K1 Ca ag	CHO-K1 Ca antag	CHRM1 agonist	TAAR1 ag	V1aR counter
CC(=O)Nc1ccc(NC(=O)C(NS(=O)(=O)c2ccc3c(c2)OCCO3)C(C)C)cc1 (configuration not stated)	-16	0	-20	-24	-0.3	-6	-4	11	0.2
CC(C)(C)c1ccc(/C=N/NC(=O)C(=O)NCCCN2CCOCC2)cc1	-5	1	-9	-6	0.3	-3	-5	3	0.8
CCCCCCn1c(=O)n2n(c1=O)C[C@]1(OC(=O)NC3CCCC3)CN(S(=O)(=O)c3ccc(C)cc3)C[C@]1(O)C2	4	.	15	.	0.3	-3	-7	-1	.
O=C(Cn1cc2c(n1)CCCCC2)Nc1ccccc1Br	6	1	-23	-10	0.6	-2	-4	7	-1.1
CSc1nn(CCc2ccncc2)c(=S)s1	13	-15	11	-11	-0.4	-7	-3	9	0.3
COc1ccc(-c2nc3n(c2Br)CCC3)cc1	1	-11	-19	-22	0.7	-2	-4	6	-2.0
Cc1cc(C)n(CC(=O)NC2CCCCC2)n1	7	-3	7	2	0.6	-8	0	11	0.7
CCc1nn(C(C)C(=O)NCCc2ccccc2)c(=O)c2cc3occc3n12 (configuration not stated)	3	-8	-15	-29	0.5	-4	1	1	0.5
CCOc1cc(-c2cc(-c3ccc(OC)cc3)nc(N)c2C#N)ccc1O	16	1	40	-10	1.4	-7	-3	7	-0.2
CC(=O)C1=C(O)C(=O)N(Cc2cccnc2)C1c1ccccc1Cl (configuration not stated)	17	-8	-6	-3	1.6	-3	-4	-1	5.7
CN(C)C1=NCCN1CC1CCCC1	0	2	-14	-8	0.0	-8	-8	2	0.7
CC1CCC(C(C)C)C(OC(=O)COC(=O)c2cc(O)ccc2N)C1 (configuration not stated)	15	-9	-8	-11	1.0	-2	-4	-1	-0.6
O=C(Nc1cccc(-n2cccn2)c1)C1CCCN(Cc2cccc(F)c2F)C1 (configuration not stated)	3	-1	10	-28	2.9	-7	-5	4	2.3
Cc1ccc(C(=O)N(CN2CCCC2=O)c2ccc(F)cc2)cc1C	11	5	5	-8	-0.3	-10	-3	0	0.6
O=C(CS(=O)(=O)c1c[nH]c2ccccc12)Nc1ccc2c(c1)OCCO2	13	-10	11	-6	1.7	-7	-3	11	0.4
Cc1ccc(C(=O)C2CCN(CC(=O)NC3CCCCC3)CC2)cc1	3	-3	-2	-19	-0.6	3	-5	1	1.4
CC(=O)Nc1cccc(-c2ccnc3c2CC(C)(C(=O)NCc2cccs2)O3)c1 (configuration not stated)	15	.	-21	.	3.1	-9	0	5	.
NCCCNCCCCNCCCN	5	1	-2	2	0.1	8	0	0	-0.3
COc1ccc(O)c(-c2cn[nH]c2-c2cccs2)c1	14	-12	4	-1	0.1	-13	-4	-3	-0.7
NS(=O)(=O)c1ccc(CCNc2ncnc3sccc23)cc1	2	-11	20	22	1.2	1	-4	2	1.0
CCCCCCCN1C/C=C\C(c2ccc(OC)cc2)N(Cc2ccc(F)cc2)C(=O)[C@H]1Cc1ccccc1 (some centres not stated)	-2	-5	.	-26	0.1	-1	-5	.	1.5
N#Cc1ccccc1NC(=O)CSc1cn[nH]n1	-3	-8	-1	2	1.2	-12	-3	-4	1.1
CC1(c2nnnn2-c2ccc3c(c2)OCCO3)CCC(=O)N1CCOc1ccccc1 (configuration not stated)	16	.	-17	.	1.7	-16	.	2	.
CCN(CC(=O)Nc1ccccc1OC)C(=O)COc1ccc(C#N)cc1	-6	.	-2	.	-0.6	14	5	1	.
COc1ccccc1N1CCN(C(=O)CNC(=O)c2cn(-c3ccccc3OC)c(=O)c3ccccc23)CC1	12	1	-1	-9	3.7	-21	-4	1	0.4
Additional results
SMILES	CHO-K1 Ca PAM	OXTR potentiate	TAAR1 antagonist	CHO parental Ca	CHO-K1 Ca ag	CHO-K1 Ca antag	CHRM1 agonist	TAAR1 ag	V1aR counter
O=C(COC(=O)c1n[nH]c(=O)c2ccccc12)NCc1ccccc1	9	1	-7	-6	0.3	-18	2	7	0.4
O=C(Nc1cccc(Cl)c1)c1cc(S(=O)(=O)NCCc2ccc(Cl)cc2)ccc1F	13	-4	-2	-7	2.0	8	-8	6	2.7
O=C(CN1C(=O)c2ccccc2C1=O)OCC(=O)c1ccccc1	-13	-2	-10	6	0.1	-1	-3	2	2.4
CCCCN(CC)C(=O)c1ccc(Cl)c(Cl)c1	17	-6	9	-17	0.2	-12	1	14	-1.9
O=C(NCc1cn(-c2ccccc2)nc1-c1ccccc1)c1cccc([N+](=O)[O-])c1	10	-10	21	-13	1.0	5	-9	0	-0.7
COc1ccc(NC(=O)C2=CC(c3ccco3)=NS(=O)(=O)N2C)cc1OC	15	-14	9	-11	0.4	-6	-2	1	-0.4
COc1cc2cc(/C=C/C(=O)c3ccco3)c(Cl)nc2cc1OC	11	-10	17	-20	1.6	-8	-3	8	0.3
COc1ccc(C(=O)CSc2ccccc2C(=O)O)cc1	16	1	-3	0	0.3	-1	-7	4	-0.5
CCn1nnnc1SCC(=O)N1CCCCC1	4	1	-11	7	1.2	-4	-6	2	-0.3
CS(=O)(=O)N(CC(=O)Nc1ccccc1Sc1ccccc1)c1ccc(F)cc1	-5	-26	11	-25	0.6	4	-1	2	-1.2
CCOC(=O)C1CCCN(C(=O)c2ccccc2SCCOC)C1 (configuration not stated)	1	-9	-1	-7	0.2	-12	0	-3	0.0
O=C(/C=C/c1cccs1)c1ccco1	11	.	-4	.	0.5	-9	-3	5	.
COc1ccc(C(N)c2csc(Nc3ccc(S(C)(=O)=O)cc3)n2)cc1 (configuration not stated)	18	.	-3	.	1.2	-7	-4	3	.
CN(C)CCNC(=O)Nc1cccc(Cl)c1Cl	6	1	-2	-14	0.3	0	-4	12	0.9

Record cards, from the list above. Values in the order: CHO-K1 Ca PAM | OXTR potentiate | TAAR1 antagonist | CHO parental Ca | CHO-K1 Ca ag | CHO-K1 Ca antag | CHRM1 agonist | TAAR1 ag | V1aR counter
`O=C(/C=C/c1cccs1)c1ccco1` as listed: 11 | . | -4 | . | 0.5 | -9 | -3 | 5 | .
`O=C(NCc1cn(-c2ccccc2)nc1-c1ccccc1)c1cccc([N+](=O)[O-])c1` as listed: 10 | -10 | 21 | -13 | 1.0 | 5 | -9 | 0 | -0.7
`COc1cc2cc(/C=C/C(=O)c3ccco3)c(Cl)nc2cc1OC` as listed: 11 | -10 | 17 | -20 | 1.6 | -8 | -3 | 8 | 0.3
